Screens: PubChem BioAssay, several laboratories
iPSC survival up: enhancers of single-cell hiPSC survival, primary screen, ATPlite luminescence; survival enhancement, % at 20 µM; 100% = ROCK inhibitor wells, 0% = DMSO; 0.044% of 360,000 active; in the data active means survival enhancement above about 18%;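 further: cells exposed to compounds for 16 hours before the ATP read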
H9c2 protect: cardioprotection against H2O2-induced cell death, primary screen, uHTS, H9c2 cells, ATPLite luminescence | protection from H2O2 cell death, % at 20 µM | 0.63% of 360,000 active | H9c2 cardiomyocytes, H2O2 injury protection, 2 h;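 active means compounds giving at least 50% protection of heart cells from peroxide-induced death in the single-dose screen, raw or plate-pattern-corrected value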;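 further: 0% = DMSO wells with peroxide and 100% = DMSO wells without peroxide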
NR2E3 ag-1: inhibitors of NR2E3-RetCOR corepressor binding, primary screen, NR2E3 agonist project, biochemical, TR-FRET, GST-NR2E3, biotin-RetCOR. inhibition of corepressor binding, % at 4.78 µM. AID 2300, 2010. 1536-well. 0.12% of 320,000 active. Photoreceptor-specific nuclear receptor (Homo sapiens), Q9Y5X4;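 active means percent inhibition above the cutoff of mean plus 3 SD of all tested compounds, set per screening campaign, cut at about 20% in these data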;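 further: 0% = DMSO wells and 100% = biotin wells as full block of FRET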
Target sequence (Q9Y5X4 whole entry, looked up): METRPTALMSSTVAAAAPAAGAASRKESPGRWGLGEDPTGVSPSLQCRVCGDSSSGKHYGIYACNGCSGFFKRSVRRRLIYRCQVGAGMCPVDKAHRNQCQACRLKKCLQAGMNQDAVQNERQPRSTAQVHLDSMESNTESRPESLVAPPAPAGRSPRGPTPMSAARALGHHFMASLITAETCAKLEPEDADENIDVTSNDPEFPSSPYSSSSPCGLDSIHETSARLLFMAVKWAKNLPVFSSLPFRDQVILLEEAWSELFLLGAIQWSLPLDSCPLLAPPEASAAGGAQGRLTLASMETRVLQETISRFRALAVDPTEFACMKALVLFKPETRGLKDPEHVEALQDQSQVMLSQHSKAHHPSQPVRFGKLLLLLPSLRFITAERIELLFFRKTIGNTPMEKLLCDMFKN
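Material: NR2E3–RetCOR corepressor complex / Amount: 1.35 nM GST-NR2E3 / Medium: Tris pH 7.5 / Compound: single nominal compound dose of 4.8 µM / Incubation: 5 h at 4 °C / Technique: TR-FRET, Eu(K)-anti-GST donor, streptavidin-D2 acceptor, ex 340, em 617/671 nm / Read-out basis: percent loss of FRET ratio relative to control wells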
CaV13 FRET inh: Primary screen for inhibitors of IQ motif and Ca2+-dependent inactivation inhibitor domain binding in CACNA1D, Förster resonance energy transfer in living cells, … | HEK cells, CFP/YFP FRET ICDI-IQ, plate reader, 10 min; percent FRET-ratio fall versus neutral wells | inhibition, % at 12.3 µM | 0.098% of 340,000 active;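 active means mean replicate inhibition of at least 30% and at least 1% of replicates passing that level; inconclusive means only one of the two criteria is met; inactive means neither criterion is met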;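 further: 0% = median of the neutral control wells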
Peg3 promoter: Peg3 promoter-driven luciferase inhibitors, primary screen, cell-based, HeLa, luciferase luminescence; HeLa PEG-Prom luciferase reporter, overnight; inhibition, % at 20 µM; 1.7% of 360,000 active; AID 588405, 2011;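 active means inhibition of at least 50% at 20 µM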
HIF-2a block: HIF-2a reporter inhibitors, primary screen, luminescence, 786-0 RCC cells; 786-0 RCC cells HIF-2a reporter, luciferase luminescence, overnight; 0.72% of 360,000 active; inhibition, % at 18.8 µM;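 active means inhibition of the luminescence signal of 40% or more relative to plate controls, in a single-dose primary screen at 18.75 µM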
TRPM1 prom inh: inhibitors of MITF-dependent TRPM1 promoter reporter, primary screen, cell-based, SK-MEL-5, single point, luciferase | SK-MEL-5 TRPM1 promoter luciferase, 24 h | 0.83% of 330,000 active | inhibition, % at 12.5 µM;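 active means mean inhibition across replicates of 60% or more, whatever share of single replicates reaches that level; inconclusive means some that reach 60%, reason not given; inactive means mean inhibition across replicates below 60%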; further: values of inactives mirror those of a sister screen read the other way
HTR2A ag: mouse Htr2a agonists via beta-arrestin recruitment, primary screen, cell-based, luminescence. 5-hydroxytryptamine receptor 2A (Mus musculus), P35363. CHO-K1 mHTR2A beta-arrestin complementation; percent of 30 µM serotonin response. activation, % at 7.6 µM. 0.66% of 360,000 active;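 active means activation above a run cutoff, the mean activation of all tested compounds plus 3 SD, cut at about 14% in these data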;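 further: 0% = plate median of compound wells and 100% = 30 µM serotonin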
Target sequence (P35363 whole entry, looked up): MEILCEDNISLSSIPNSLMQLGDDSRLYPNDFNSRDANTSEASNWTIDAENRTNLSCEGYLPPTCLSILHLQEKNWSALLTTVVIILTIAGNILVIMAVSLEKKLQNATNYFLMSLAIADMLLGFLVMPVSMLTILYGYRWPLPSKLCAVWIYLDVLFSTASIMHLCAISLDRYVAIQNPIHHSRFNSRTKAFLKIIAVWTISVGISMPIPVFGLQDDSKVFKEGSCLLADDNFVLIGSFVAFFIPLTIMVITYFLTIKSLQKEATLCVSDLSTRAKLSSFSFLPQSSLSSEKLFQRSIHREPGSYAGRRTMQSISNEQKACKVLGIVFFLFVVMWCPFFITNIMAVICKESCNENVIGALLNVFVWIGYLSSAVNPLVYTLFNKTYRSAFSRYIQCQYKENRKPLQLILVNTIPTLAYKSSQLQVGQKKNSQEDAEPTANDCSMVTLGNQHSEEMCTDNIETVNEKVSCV
Shn3 inh set2: reduction of Shn3 3'UTR firefly luciferase signal, primary screen, Schnurri-3 inhibitor project, cell-based, Clone20 osteoblasts, set 2; Clone20 osteoblast Shn3 3'UTR firefly luciferase, 24 h; inhibition, % at 12.5 µM; 0.52% of 360,000 active;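 active means mean inhibition of at least 75% with every replicate also reaching 75%; inconclusive means mean inhibition at least 75% but some replicate below; inactive means mean inhibition below 75%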;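 further: 0% = median of neutral control wells and 100% = pilot-screen positive control compound; some compounds past the cut are filed as inactive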
NR2E3 ag-2: NR2E3 agonists in two-hybrid cells, primary screen, cell-based, luminescence, CHO-S, Gal4-NCOR/VP16-NR2E3; AID 602229, 2012; Photoreceptor-specific nuclear receptor (Homo sapiens), Q9Y5X4; 0.35% of 360,000 active; inhibition of corepressor binding, % at 3.98 µM; luciferase;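 active means inhibition above the mean of all tested compounds plus 3 SD, cut at about 70% in these data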;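 further: 0% = DMSO with NR2E3 transfected cells and 100% = cells lacking NR2E3 construct; higher means lower luciferase signal from less NR2E3 corepressor binding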
PDI inh: inhibitors of human PDI, primary screen, biochemical, turbidity, single point, plate reader. Protein disulfide-isomerase (Homo sapiens), P07237. PDI insulin aggregation turbidity, A650, 90 min. inhibition, % at 10 µM. 0.052% of 350,000 active. AID 588391, 2011;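 active means mean inhibition across replicates of 30% or more, whatever share of single replicates reach that level; inconclusive means mean inhibition below 30% while every single replicate reaches 30%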;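 further: absorbance from insulin aggregation driven by PDI reduction with DTT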
The depositor's hits bear a star; ? = inconclusive; . = no result given.

mol	iPSC survival up	H9c2 protect	NR2E3 ag-1	CaV13 FRET inh	Peg3 promoter	HIF-2a block	TRPM1 prom inh	HTR2A ag	Shn3 inh set2	NR2E3 ag-2	PDI inh
CCCc1cc(=O)[nH]c(SCC(=O)NC2CCCc3ccccc32)n1 (centres undefined)	-0.4	-5	-2	-6	18	20	8	10	14	-21	5
C=CCc1c(C)nc(-c2ccccc2)nc1Nc1ccccc1O	0.8	-18	1	-4	-20	-28	-5	-3	-3	13	2
Cc1ccc(Cn2nnnc2CN2CCC(NC(=O)c3ccc(Br)cc3)CC2)cc1	0.1	-4	1	0	17	16	13	-6	12	-5	3
O=S(=O)(c1ccc(F)c(F)c1)N1CCC2(CC1)OCCO2	0.4	5	1	-6	25	10	10	10	-7	-23	9
CC(C)(C)NC(=S)N1CCC2CC1c1c(Cl)cccc12 (centres undefined)	1.7	-6	.	-6	4	4	.	-2	-17	-9	10
Cn1c(=O)[nH]c(=O)c2[nH]c(NCCCN3CCOCC3)nc21	-2.5	31	0	.	17	3	10	-2	-11	9	5
O=C(CCCN1C(=O)c2cccc3cccc(c23)C1=O)N1CCN(c2ccc(F)cc2)CC1	-1.4	38	-2	-4	12	1	-6	-5	9	-11	0
COn1c(=O)c(-c2ccc(F)cc2)[n+]([O-])c2ccccc21	0.0	-1	2	-13	21	2	16	2	-2	-3	6
CCOc1ccc(N(C(C)C(=O)NC2CCCCCC2)S(C)(=O)=O)cc1 (centres undefined)	-2.9	-3	3	-5	11	4	4	-4	5	-18	10
CCOC(=O)C1CCN(CCCSc2ccc(Cl)cc2)CC1	-0.5	0	2	-3	12	14	-14	-5	1	13	1
COc1ccc(NC(=O)c2cc(OC)c(OC)c(OC)c2Br)cc1OC	0.1	6	-3	-6	14	20	-6	3	16	-12	7
Cc1ccc2oc(C(=O)N(CCO)Cc3ccccc3)c(C)c2c1	0.7	-5	0	-6	4	3	0	1	-8	-5	5
CC1CCCN(C(=O)CSc2nnc3n(C4CCCC4)c(=O)c4ccccc4n23)C1 (centres undefined)	-1.7	34	0	-9	41	7	14	7	-5	-6	-9
COc1cc(CNCCc2ccccc2F)ccc1OCC(=O)N1CCCCC1	-1.9	1	0	-3	3	11	-5	-9	3	-12	-26
COC(=O)Cn1nc(-c2ccccc2)n(-c2ccccc2)c1=S	-2.7	4	1	-4	16	4	-5	1	-4	-4	-2
O=C(COC(=O)c1cnccn1)NCc1ccc2c(c1)OCO2	-0.9	17	4	-6	4	12	6	3	13	3	6
O=C(CCN1CCN(C/C=C/c2ccccc2)CC1)Nc1ccc(Cl)cc1	4.0	2	3	-3	2	17	8	-1	-8	1	-2
Cc1nnc(SCC(=O)Nc2ccc3c(c2)OCCO3)n1CC1CCCO1 (centres undefined)	1.1	9	-4	-6	-5	3	-1	-2	37	0	2
CCOc1ccc(CCNC(=O)COC(=O)c2nc(Cl)ccc2Cl)cc1OCC	-0.5	1	-3	-6	-12	3	7	4	-5	-17	-5
Cn1c(=O)c2c(ncn2CC(=O)NC[C@H]2O[C@@H](n3cnc4c(N)ncnc43)[C@H](O)[C@@H]2O)n(C)c1=O	2.6	1	.	-6	-7	4	1	-4	-126	-10	-7
CC1CN(S(=O)(=O)c2cccs2)CC(C)O1 (centres undefined)	4.3	-2	6	-9	7	-3	4	0	-4	5	-3
COc1ccc(NC(=O)Cc2csc(NC(=O)Nc3ccccc3OC)n2)c(OC)c1	0.3	26	1	-5	15	-3	3	-3	7	19	4
O=C(CC1CCCC1)Nc1ccc2c(c1)CCC2	9.7	2	-2	-1	-242	-237	-41	-7	-47	-90	-2
COc1ccc(C(=O)NC2CCN(Cc3c(F)cccc3Cl)CC2)cc1OC	0.5	6	0	-1	7	20	9	-8	10	-6	-4
O=C(CNC(=O)c1ccccc1)N/N=C/c1cc(Br)ccc1O	1.3	59*	1	-5	21	11	9	-5	?	-40	-1

Arranged by molar mass (falling): some entries from above.
mol	iPSC survival up	H9c2 protect	NR2E3 ag-1	CaV13 FRET inh	Peg3 promoter	HIF-2a block	TRPM1 prom inh	HTR2A ag	Shn3 inh set2	NR2E3 ag-2	PDI inh
Cn1c(=O)c2c(ncn2CC(=O)NC[C@H]2O[C@@H](n3cnc4c(N)ncnc43)[C@H](O)[C@@H]2O)n(C)c1=O	2.6	1	.	-6	-7	4	1	-4	-126	-10	-7
O=C(CNC(=O)c1ccccc1)N/N=C/c1cc(Br)ccc1O	1.3	59*	1	-5	21	11	9	-5	?	-40	-1
COn1c(=O)c(-c2ccc(F)cc2)[n+]([O-])c2ccccc21	0.0	-1	2	-13	21	2	16	2	-2	-3	6

(cont.)
mol	iPSC survival up	H9c2 protect	NR2E3 ag-1	CaV13 FRET inh	Peg3 promoter	HIF-2a block	TRPM1 prom inh	HTR2A ag	Shn3 inh set2	NR2E3 ag-2	PDI inh
Nc1[nH][nH]c(=O)c1N=Nc1ccc2c(c1)OCO2	-0.3	-6	-17	-5	-161	-100	-40	-3	-91	-39	-3
Cc1c(C(=O)N2CCCCC2)c(S(=O)(=O)NCc2ccc(F)cc2)c(C)n1C	-0.5	-1	1	-17	12	8	1	-4	5	27	-5
COCCCNC(=O)CCn1c(=O)c2ccccc2n(CC(=O)NCCC2=CCCCC2)c1=O	0.0	10	3	-5	-10	8	-5	4	7	15	0
CCCCCCCN1C(Nc2ccccc2)=NC[C@@H]1Cc1ccccc1	-2.8	-19	-2	-5	40	6	-7	-7	86*	-5	1
CCOC(=O)N1CCc2c(sc3c2c(=O)n(Cc2ccccc2)c(=O)n3Cc2ccccc2F)C1	-0.3	-15	3	-6	21	-2	15	2	23	-44	16
N=C(c1ccc([N+](=O)[O-])cc1)N1CCCCCC1	1.9	-3	1	0	4	19	6	-2	0	-28	1
CCC(C(=O)Nc1sc(C(N)=O)c(C)c1C(=O)OC)c1ccccc1 (centres undefined)	0.4	1	-4	-2	26	12	9	-2	18	22	-2
O=C(CSc1nnc(-c2ccc3c(c2)OCO3)o1)Nc1c(F)cccc1F	-2.6	6	.	-2	-196	-149	-62	-5	28	-31	3
Cc1cc(C)n2nc(SCC(=O)N3CCCC3)nc2n1	2.4	-3	.	-5	0	6	4	0	-18	-4	-1
COc1cc(NC(=O)CN2C(=O)NC(c3ccccc3)(c3ccccc3)C2=O)cc(OC)c1	1.4	-4	0	-4	5	33	-7	2	-9	-8	-3
CC(=O)N1CCN(C(=O)c2ccc(Cl)c(S(=O)(=O)N3CCCCCC3)c2)CC1	-2.2	-2	3	-2	4	6	1	0	13	-29	1
CC(CN1CCOCC1)c1ccccc1 (centres undefined)	1.9	8	2	-8	4	2	-2	0	8	-19	4
CCC(C)N(C(=O)COC(=O)c1ccccc1SCC(=O)N1CCCC1)C1CCS(=O)(=O)C1 (centres undefined)	0.4	5	3	-3	-2	10	-8	5	-7	-20	2
CC(C)CNC(=O)COC(=O)CNC(=O)c1cc(Cl)cc([N+](=O)[O-])c1	0.2	2	1	-5	14	11	6	-4	-5	-3	-1
COc1ccc(NC(C)=O)cc1S(=O)(=O)Nc1ccc(S(=O)(=O)N2CCCCC2)cc1	3.0	-1	.	-6	9	15	4	-7	-32	-27	6
COc1ccc(CCn2c(-c3ccco3)nc3ccccc3c2=O)cc1OC	-1.1	49	-1	.	23	-11	-3	-1	-5	-35	20
O=S1(=O)CC(N2CCC(c3ccccc3)CC2)CN1Cc1ccc(F)cc1 (centres undefined)	-1.6	0	.	-10	16	3	.	-2	-9	16	.

Shn3 inh set2: hit marks shown above
mol	NR2E3 ag-1	CaV13 FRET inh	Peg3 promoter	HIF-2a block	TRPM1 prom inh	HTR2A ag	Shn3 inh set2	NR2E3 ag-2	PDI inh
CCCCCCCN1C(Nc2ccccc2)=NC[C@@H]1Cc1ccccc1	-2	-5	40	6	-7	-7	86*	-5	1
